TROY signal inh = blocks TROY-dependent signaling in reporter cells | Q293 LMP1-TROYcd NF-kB luciferase reporter, 4 h | inhibition, % at 10 µM | actives 0.98% (n = 360,000);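 active = compounds whose plate-normalised and pattern-corrected inhibition of the luciferase reporter signal at the single screening dose is 50% or more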
TWEAK-Fn14 inh = inhibitors of TWEAK-Fn14 interaction signaling | actives 2% (n = 360,000) | TWEAK-stimulated Fn14 reporter cells, luciferase luminescence, 8 h | inhibition, % at 10 µM; in the data active = inhibition above about 50%
NCOA1 inh = inhibitors of human steroid receptor coactivator 1 (SRC1); Q15788; HEK293 GAL4-SRC1 luciferase reporter, luminescence; inhibition, % at 3.6 µM; actives 0.12% (n = 360,000);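 active = inhibition above the campaign mean plus 3 SD, with each screening campaign given its own cutoff, cut at about 60% in these data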;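 note: 0% = DMSO treated cells and 100% = gossypol at 36 µM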
TRAIL sens C8 = caspase-8 TRAIL sensitization; NB7+C8 cells + TRAIL, ATPlite viability luminescence; inhibition (viability loss, TRAIL sensitization), % at 10 µM; actives 1% (n = 360,000); AID 624354;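 active = compounds causing at least 50% loss of cell viability in the single-dose screen, relative to plate controls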
NR5A2 inv ag = suppresses constitutive activity of human LRH-1 | HEK293T StAR-luciferase reporter, LRH-1 transfected, 24 h | actives 0.13% (n = 360,000) | inhibition, % at 3.6 µM | AID 602396 | O00482;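 active = inhibition above the mean inhibition of all tested compounds plus 3 SD, cut at about 73% in these data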;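 note: 0% = DMSO wells and 100% = reporter-only cells lacking LRH-1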
Shn3 3UTR inh = reduces Shn3 3'UTR luciferase signal in osteoblasts. Clone20 osteoblast Shn3 3'UTR firefly luciferase, 24 h. inhibition, % at 12.5 µM. actives 0.52% (n = 360,000);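 active = mean inhibition of at least 75% with every replicate also reaching 75%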;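 note: 0% = median of neutral control wells and 100% = pilot-screen positive control compound; some compounds past the cut are filed as inactive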
KKLEB tox = counter-screen for CF NF-kB inhibitors: cytotoxicity; KKLEB CF airway cells viability, ATPlite luminescence, overnight; hits give low values; cells stimulated with P. aeruginosa culture filtrate; activity change (cytotoxicity), % at 5 µM; actives 0.36% (n = 360,000);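 active = corrected activity change at or below -50% at 5 µM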
EBV LMP1 NFkB = Epstein-Barr LMP1 NF-kappaB reporter inhibition; actives 0.69% (n = 350,000); inhibition, % at 12.5 µM; LMP1-induced NF-kappaB luciferase reporter cells, luminescence; in the data active = inhibition above about 41%;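 note: 0% = neutral control wells and 100% = reference inhibitor control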
CF NFkB block = inhibitors of cystic fibrosis induced NF-kB; AID 588850; inhibition, % at 5 µM; actives 0.86% (n = 360,000); KKLEB NF-kB-GFP reporter, PAF-induced, GFP fluorescence overnight;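 active = at least 50% inhibition at 5 µM, scaled per plate between neutral and stimulator controls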;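 note: PAF is a Pseudomonas aeruginosa culture filtrate used as stimulus; plate controls were PAF-stimulated DMSO wells for no effect and unstimulated DMSO wells for full effect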
NR2F2 inh = blocks human COUP-TFII nuclear receptor; P24468; HEK293T NGFI-A luciferase reporter, luminescence; inhibition, % at 8.6 µM; actives 0.7% (n = 370,000);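 active = inhibition above a per-plate cutoff, mean inhibition of test wells between control levels plus 3 SD, cut at about 38% in these data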;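 note: cells cotransfected with COUP-TFII expression vector driving the NGFI-A reporter; 0% = median of COUP-TF2 test wells and 100% = reporter-only cells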
SRC3 inh = human NCOA3 inhibition; Q9Y6Q9; HEK293 GAL4-SRC3 luciferase reporter, luminescence; inhibition, % at 3.6 µM; actives 0.17% (n = 360,000);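 active = inhibition above a per-campaign cutoff, the mean of all compounds plus 3 SD, cut at about 60% in these data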;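 note: 0% = DMSO-treated cells and 100% = gossypol-treated cells at 36 µM; higher means less SRC3-driven luciferase light from the GAL4 reporter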
An asterisk follows results filed as active.

Screening COc1cc(/C=C2/C(=N)N3OC(C)=CC3=NC2=O)ccc1OCCOc1ccc(C)cc1 returned TROY signal inh -6, TWEAK-Fn14 inh -22, NCOA1 inh -18, TRAIL sens C8 -9, NR5A2 inv ag 10, Shn3 3UTR inh -8, KKLEB tox -9, EBV LMP1 NFkB -20, CF NFkB block -3, NR2F2 inh -1 and SRC3 inh -11.
COCCNC(=O)c1ccc(C)c(S(=O)(=O)Nc2ccc(C)cc2)c1 was read as TROY signal inh 7, TWEAK-Fn14 inh -4, NCOA1 inh 23, TRAIL sens C8 -26, NR5A2 inv ag 1, Shn3 3UTR inh -34, KKLEB tox 8, EBV LMP1 NFkB -5, CF NFkB block 15, NR2F2 inh 8 and SRC3 inh 17.
`COc1ccc(N2CCN(C(=O)c3cc4cc(Cl)ccc4[nH]3)CC2)cc1` gave TROY signal inh 4, TWEAK-Fn14 inh 3, NCOA1 inh -19, TRAIL sens C8 1, NR5A2 inv ag 9, Shn3 3UTR inh 6, KKLEB tox 2, EBV LMP1 NFkB -3, CF NFkB block -2, NR2F2 inh 5 and SRC3 inh 1.
For O=C(/C=C/c1ccccc1Cl)Nc1ccc(Cl)cn1 the results were TROY signal inh -33, TWEAK-Fn14 inh -52, NCOA1 inh -28, TRAIL sens C8 0, NR5A2 inv ag -54, Shn3 3UTR inh -63, KKLEB tox 2, EBV LMP1 NFkB -29, CF NFkB block -2, NR2F2 inh -5 and SRC3 inh -19.
Screening O=C(Nc1ncc(C(F)(F)F)cc1Cl)c1ccc(S(=O)(=O)N2CCOCC2)cc1 returned TROY signal inh -14, TWEAK-Fn14 inh -10, NCOA1 inh -10, TRAIL sens C8 24, NR5A2 inv ag 10, Shn3 3UTR inh 10, KKLEB tox 10, EBV LMP1 NFkB 14, CF NFkB block -9, NR2F2 inh -2 and SRC3 inh 8.
Screening Cc1c(NC(=O)Nc2ccccc2)cccc1[N+](=O)[O-] returned TROY signal inh -10, TWEAK-Fn14 inh -12, NCOA1 inh 2, TRAIL sens C8 4, NR5A2 inv ag -25, Shn3 3UTR inh -1, KKLEB tox 12, EBV LMP1 NFkB 3, CF NFkB block 2, NR2F2 inh -7 and SRC3 inh 5.
For Nc1[nH]c(=O)[nH]c(=O)c1N=Cc1ccccc1 the results were TROY signal inh 3, TWEAK-Fn14 inh 4, NCOA1 inh -5, TRAIL sens C8 -10, NR5A2 inv ag 8, Shn3 3UTR inh 8, KKLEB tox 6, EBV LMP1 NFkB -7, CF NFkB block -24 and SRC3 inh 1.
O=C(Nc1ccnn1C1CCN(CC(O)CO)CC1)C1CCCC1 (stereo unspecified) was read as TROY signal inh -16, TWEAK-Fn14 inh -16, NCOA1 inh -17, TRAIL sens C8 -16, NR5A2 inv ag 12, Shn3 3UTR inh 4, KKLEB tox -6, EBV LMP1 NFkB -1, CF NFkB block -12, NR2F2 inh -8 and SRC3 inh -1.
CN(Cc1ccccc1)C(=O)c1ccc(Nc2nc(CN)cs2)nc1 was read as TROY signal inh -10, TWEAK-Fn14 inh 3, NCOA1 inh -12, TRAIL sens C8 -14, NR5A2 inv ag -10, Shn3 3UTR inh 10, KKLEB tox -12, CF NFkB block 20, NR2F2 inh 7 and SRC3 inh -14.
Screening NC(=O)CNC(=O)[C@@H]1CC2(CC(c3cccc(Br)c3)=NO2)CN1C(=O)c1ccc(Br)cc1 (stereo partly specified) returned TROY signal inh -19, TWEAK-Fn14 inh 11, NCOA1 inh 11, TRAIL sens C8 -8, NR5A2 inv ag 16, Shn3 3UTR inh -14, KKLEB tox 6, EBV LMP1 NFkB -3, CF NFkB block -3, NR2F2 inh 6 and SRC3 inh 6.

Reprinted at random: 2 entries already listed
Screening Cc1c(NC(=O)Nc2ccccc2)cccc1[N+](=O)[O-] returned TROY signal inh -10, TWEAK-Fn14 inh -12, NCOA1 inh 2, TRAIL sens C8 4, NR5A2 inv ag -25, Shn3 3UTR inh -1, KKLEB tox 12, EBV LMP1 NFkB 3, CF NFkB block 2, NR2F2 inh -7 and SRC3 inh 5.
O=C(Nc1ccnn1C1CCN(CC(O)CO)CC1)C1CCCC1 (stereo unspecified) was read as TROY signal inh -16, TWEAK-Fn14 inh -16, NCOA1 inh -17, TRAIL sens C8 -16, NR5A2 inv ag 12, Shn3 3UTR inh 4, KKLEB tox -6, EBV LMP1 NFkB -1, CF NFkB block -12, NR2F2 inh -8 and SRC3 inh -1.

Carrying on:
For CCOC(=O)/C=C/C(=O)OCC(=O)NC(c1ccccc1)c1ccccc1 the results were TROY signal inh -45, TWEAK-Fn14 inh 22, NCOA1 inh -6, TRAIL sens C8 1, NR5A2 inv ag -10, Shn3 3UTR inh 82, KKLEB tox -10, EBV LMP1 NFkB -59, CF NFkB block 38, NR2F2 inh -5 and SRC3 inh -26.
COc1ccc(-c2[nH]c(-c3ccc(C)cc3)nc2SCC(=O)NCc2ccco2)cc1OC was read as TROY signal inh 5, TWEAK-Fn14 inh 0, NCOA1 inh -1, TRAIL sens C8 17, NR5A2 inv ag 0, Shn3 3UTR inh -3, KKLEB tox 6, EBV LMP1 NFkB 1, CF NFkB block -10, NR2F2 inh 12 and SRC3 inh -8.
`COCCN(C(=O)CSc1nc2ccccc2c(=O)n1CC(C)C)c1c(N)n(Cc2ccccc2)c(=O)[nH]c1=O` gave TROY signal inh 13, TWEAK-Fn14 inh 9, NCOA1 inh -6, TRAIL sens C8 3, NR5A2 inv ag -1, Shn3 3UTR inh -9, KKLEB tox 7, EBV LMP1 NFkB 0, CF NFkB block -8, NR2F2 inh 11 and SRC3 inh 12.
`COc1ccc(C)cc1NC(=O)CSc1nnc(-c2ccco2)n1N` gave TROY signal inh 0, TWEAK-Fn14 inh 8, NCOA1 inh -2, TRAIL sens C8 -4, NR5A2 inv ag 20, Shn3 3UTR inh 10, KKLEB tox 4, EBV LMP1 NFkB -12, CF NFkB block 6, NR2F2 inh -28 and SRC3 inh 1.
Screening CC(=O)Oc1ccc(C(=O)Nc2ccc(C3(C#N)CCCC3)cc2)cc1 returned TROY signal inh 15, TWEAK-Fn14 inh 5, NCOA1 inh -61, TRAIL sens C8 49, NR5A2 inv ag -21, Shn3 3UTR inh -94, KKLEB tox -6, EBV LMP1 NFkB -34, CF NFkB block 26, NR2F2 inh -38 and SRC3 inh -66.
`CCCN(CC(=O)Nc1cc(Cl)ccc1Cl)C(=O)c1ccc(N2CCCC2=O)cc1` gave TROY signal inh 17, TWEAK-Fn14 inh 0, NCOA1 inh 13, TRAIL sens C8 -3, NR5A2 inv ag -26, Shn3 3UTR inh -10, KKLEB tox -13, EBV LMP1 NFkB 2, CF NFkB block 21, NR2F2 inh -5 and SRC3 inh -8.
Cc1ccc(NC(=O)CCc2nnc(SCC(=O)Nc3ccccc3C)n2C)cc1Cl was read as TROY signal inh 6, TWEAK-Fn14 inh -4, NCOA1 inh -5, TRAIL sens C8 -16, NR5A2 inv ag -1, Shn3 3UTR inh 1, KKLEB tox -1, EBV LMP1 NFkB 3, CF NFkB block -15, NR2F2 inh -14 and SRC3 inh -6.
Cc1cc(C(F)F)n2nc(C(=O)Nc3cccc(C(F)(F)F)c3)nc2n1 was read as TROY signal inh -14, TWEAK-Fn14 inh 16, NCOA1 inh 15, TRAIL sens C8 -3, NR5A2 inv ag -5, Shn3 3UTR inh 5, KKLEB tox 2, EBV LMP1 NFkB -2, CF NFkB block 2, NR2F2 inh 5 and SRC3 inh 3.
CSc1nn(CCc2ccncc2)c(=S)s1 was read as TROY signal inh 0, TWEAK-Fn14 inh -8, NCOA1 inh -18, TRAIL sens C8 -6, NR5A2 inv ag -7, Shn3 3UTR inh 13, KKLEB tox 2, EBV LMP1 NFkB -4, CF NFkB block -6, NR2F2 inh 12 and SRC3 inh -6.
CN(C)S(=O)(=O)c1ccc(NC(=S)NC(=O)c2cccs2)cc1 was read as TROY signal inh -6, TWEAK-Fn14 inh 1, NCOA1 inh -4, TRAIL sens C8 -6, NR5A2 inv ag 1, Shn3 3UTR inh -7, KKLEB tox -2, EBV LMP1 NFkB 0, CF NFkB block 7, NR2F2 inh 11 and SRC3 inh 13.
For COC(=O)c1sccc1OC(C)C(C)=O (stereo unspecified) the results were TROY signal inh 7, TWEAK-Fn14 inh -6, NCOA1 inh 6, TRAIL sens C8 -2, NR5A2 inv ag -4, Shn3 3UTR inh 9, KKLEB tox -1, EBV LMP1 NFkB -1, CF NFkB block 2, NR2F2 inh 4 and SRC3 inh -2.
`CCc1ccc(CN(C)C(=O)CC2C(=O)NCCN2Cc2ccoc2)cc1` (stereo unspecified) gave TROY signal inh 5, TWEAK-Fn14 inh 6, NCOA1 inh 7, TRAIL sens C8 -14, NR5A2 inv ag 2, Shn3 3UTR inh -7, KKLEB tox 7, EBV LMP1 NFkB 0, CF NFkB block -4, NR2F2 inh -3 and SRC3 inh 13.
`COC(=O)Cn1c(=NC(=O)C2CC2)sc2c(C)cc(C)cc21` gave TROY signal inh 10, TWEAK-Fn14 inh 1, NCOA1 inh 7, TRAIL sens C8 -7, NR5A2 inv ag 3, Shn3 3UTR inh 6, KKLEB tox -10, EBV LMP1 NFkB -2, CF NFkB block -10, NR2F2 inh 0 and SRC3 inh -3.
For COc1ccc(S(=O)(=O)Oc2ccc3ccccc3c2)cc1 the results were TROY signal inh -33, TWEAK-Fn14 inh -18, NCOA1 inh -18, TRAIL sens C8 -9, NR5A2 inv ag -5, Shn3 3UTR inh -15, KKLEB tox -13, EBV LMP1 NFkB -19, CF NFkB block 9, NR2F2 inh -7 and SRC3 inh -20.
`O=C(NCc1ccccc1Cl)C1CCN(c2cnccn2)CC1` gave TROY signal inh -4, TWEAK-Fn14 inh 4, NCOA1 inh -9, TRAIL sens C8 -2, NR5A2 inv ag -11, Shn3 3UTR inh 48, KKLEB tox -7, EBV LMP1 NFkB -3, CF NFkB block 10, NR2F2 inh 12 and SRC3 inh 17.
`COc1ccc(-c2csc(NC(=O)Cc3ccccc3F)n2)cc1OC` gave TROY signal inh 30, TWEAK-Fn14 inh 30, NCOA1 inh 9, TRAIL sens C8 21, NR5A2 inv ag 6, Shn3 3UTR inh 25, KKLEB tox -11, EBV LMP1 NFkB 19, CF NFkB block 6, NR2F2 inh 49* and SRC3 inh 0.
`O=C(NCCc1ccccc1)C(=O)NCC(c1ccco1)N1CCOCC1` (stereo unspecified) gave TROY signal inh -12, TWEAK-Fn14 inh 2, NCOA1 inh 15, TRAIL sens C8 -5, NR5A2 inv ag 5, Shn3 3UTR inh 0, KKLEB tox 4, EBV LMP1 NFkB 1, CF NFkB block -8, NR2F2 inh -6 and SRC3 inh 21.
Screening COCCN1C(=O)C(O)=C(C(=O)c2cccs2)C1c1ccccc1 (stereo unspecified) returned TROY signal inh 0, TWEAK-Fn14 inh -11, NCOA1 inh 3, TRAIL sens C8 -2, NR5A2 inv ag 1, Shn3 3UTR inh 9, KKLEB tox 0, EBV LMP1 NFkB 2, CF NFkB block 12, NR2F2 inh 6 and SRC3 inh -21.
For Cc1ccc(-n2c(C)cc(C)c(C#N)c2=O)cc1 the results were TROY signal inh -3, TWEAK-Fn14 inh -14, NCOA1 inh 4, TRAIL sens C8 -6, NR5A2 inv ag 7, Shn3 3UTR inh -1, KKLEB tox -12, EBV LMP1 NFkB 5, CF NFkB block 7, NR2F2 inh -7 and SRC3 inh 22.

Assay outcomes as filed in PubChem.

Some of the compounds tested, so the mix of outcomes need not match the whole.
